# Salmonella PhoP GFP: Inhibition of PhoP regulon, Salmonella typhi GFP reporter cells, confirmation, 4 h (AID 1850); 310,000 compounds, 0.33% hits; inhibition, % at 50 µM; hits with a dose series show IC50 in µM; Salmonella Typhi PhoP-promoter GFP reporter, fluorescence, 4 h; higher % means a stronger effect; in the data active = a potency from the dose series; inconclusive = inhibition mostly from about 25% at the one dose, without a potency; inactive = the rest, 99 in 100 with inhibition below about 19%;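 also: 0% = induced wells with vehicle and 100% = uninduced wells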
# M. tuberculosis: growth inhibition of non-replicating M. tuberculosis (AID 488890); Mycobacterium tuberculosis non-replicating, growth inhibition; higher % means a stronger effect; inhibition, % at 25 µM, or IC50 in µM where a hit was titrated; 320,000 compounds, 0.39% hits; in the data active = a potency from the dose series; inconclusive = inhibition mostly from about 82% at the one dose, without a potency; inactive = the rest, 99 in 100 with inhibition below about 76%;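 also: plate controls were DMSO cells for no effect and high antibiotic wells for full effect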
# M. tuberculosis HTS: M. tuberculosis growth inhibition, HTS (AID 449762); 330,000 compounds, 0.59% hits; inhibition, % at 25 µM; hits with a dose series show IC50 in µM; M. tuberculosis H37Rv growth inhibition, 7H9 media; higher % means a stronger effect; in the data active = a potency from the dose series; inconclusive = inhibition above about 70% without an active follow-up result;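 also: bacterial growth assessed after seven days of incubation; strong numbers were not always called active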
# H1N1 NS1A inhibition: NS1A inhibition, H1N1 influenza, cell based functional assay (AID 504329). NS1A functional cell-based assay, percent inhibition; higher % means a stronger effect. inhibition, % at 12.5 µM, or IC50 in µM where a hit was titrated. 340,000 compounds, 0.3% hits; in the data active = a potency from the dose series; inconclusive = inhibition above about 27% without an active follow-up result; also: strong numbers were not always called active
# inhibitors of VEEV: inhibitors of VEEV TC-83 cytopathic effect, confirmation, Vero cells (AID 588727). Vero cells, VEEV TC-83 cytopathic effect inhibition; higher % means a stronger effect. inhibition, % at 20 µM, or IC50 in µM where a hit was titrated. 350,000 compounds, 0.13% hits; in the data active = a potency from the dose series; inconclusive = inhibition mostly from about 14% at the one dose, without a potency; inactive = the rest, 99 in 100 with inhibition below about 12%; also: strong numbers were not always called active
# inhibitors of VEEV 10K pilot screen: further read-out of inhibitors of VEEV, marked with its call; inhibition, %; measured here: 10K pilot screen inhibition
# * marks the source's active call; other numbers are inactive results; i = inactive; ? = inconclusive; / = not tested or not shown.
SMILES,Salmonella PhoP GFP,M. tuberculosis,M. tuberculosis HTS,H1N1 NS1A inhibition,inhibitors of VEEV,others
Cc1cc(NC(=O)C2CC(=O)N(c3ccccc3Cl)C2)no1 (stereo not drawn),7.2%,-6.8%,1.6%,-6.7%,2.0%,
O=C(N/N=C/c1ccc(C(F)(F)F)cc1)c1ccncc1,-4.4%,56.3%,?,1.8%,0.9%,
COc1ccc(COC(=O)c2sc3nc4n(c(=O)c3c2C)CCC4)cc1,-6.0%,?,39.3%,-0.4%,8.0%,
C#CCOCCOCCOCCNc1nc(N2CCN(C(=O)[C@H]([C@@H](C)CC)n3cc([C@@H](N)Cc4ccc(O)cc4)nn3)CC2)nc(N2CCN(C(=O)[C@H](CCCCN)n3cc([C@@H](N)CC(C)C)nn3)CC2)n1,7.1%,67.2%,?,/,/,
Cc1ccc(NC(=S)NCC2CCN(C(C)c3ccccc3)C2)cc1C (stereo not drawn),-6.9%,42.0%,-4.6%,15.6%,0.8%,
Cc1ccccc1SCCNC(=O)CCc1ccccc1,-3.5%,41.7%,-4.9%,/,/,
COc1ccc(-n2c(C)nnc2SCC(=O)N2CCOCC2)cc1,2.6%,-13.6%,-3.9%,-23.8%,0.5%,
O=C(NNC1=C(C(=O)C(F)(F)F)CCC1)c1ccncc1,-2.7%,/,?,-2.3%,1.0%,
NC(=O)C1C2CCC(C2)C1C(N)=O (stereo not drawn),/,/,/,2.0%,2.8%,
Cn1nc(C(F)(F)F)c(C(=O)Nc2ccc(F)cc2F)c1Sc1ccc(C(F)(F)F)cc1,-0.1%,-9.5%,4.7%,-1.6%,i,
Cc1c(O)ccc(C(=O)CN2CCN(c3ccccc3)CC2)c1O,-4.5%,17.1%,-0.2%,3.9%,1.3%,
COc1ccc(C(=O)N=c2sc3ccccc3n2C)cc1,0.1%,-4.2%,-2.1%,2.5%,0.1%,
Oc1ccc(Cl)cc1C1=NNC(c2cc(Br)cc3c2OCOC3)C1 (stereo not drawn),-6.8%,61.3%,53.0%,-10.6%,5.9%,
CC(=O)Nc1ccc(S(=O)(=O)NCCC(=O)Nc2ccc(C)c(F)c2)cc1,-4.0%,15.7%,1.8%,-15.1%,0.0%,
COCCNC(=O)Cn1c(=O)n(CCCC(=O)NCc2ccc3c(c2)OCO3)c(=O)c2sccc21,6.6%,-0.2%,-1.9%,2.8%,1.0%,
O=C(N1CCOCC1)N1CCN(c2ccccc2)CC1,-7.4%,-8.7%,-6.5%,-20.8%,0.9%,
Cc1cc2oc(=O)cc(CN3CCN(Cc4ccccc4)CC3)c2cc1Cl,-2.5%,9.7%,-10.3%,4.5%,1.3%,
COc1cc(OC)cc(C2(C#N)CCN(C)CC2)c1,0.2%,4.2%,-1.0%,-9.0%,i,
CCOCCn1c(CN2CCC(Cc3ccccc3)CC2)nc2c1c(=O)n(C)c(=O)n2C,0.8%,-4.1%,-1.7%,-0.1%,1.2%,
O=c1cc(-c2ccccc2)oc2ccccc12,5.8%,-0.4%,-7.1%,-11.7%,0.8%,
Cc1ccccc1CSCC(=O)Nc1c(C)n(C)n(-c2ccccc2)c1=O,-3.9%,-9.6%,-1.3%,-2.9%,0.0%,
CCCc1nc2ccccc2n1CCOC,-2.4%,-7.2%,-10.6%,-2.6%,2.0%,
C=CC1=C2C=C(C3CC3)N(CC3CC3)C=C2C(=O)C(C)(OC(=O)c2ccco2)C1=O (stereo not drawn),0.0%,38.0%,-5.3%,11.0%,3.2%,
Cc1ncc([N+](=O)[O-])n1CC(=O)N/N=C/c1ccccc1F,5.1%,-22.3%,0.2%,7.7%,1.4%,
Cc1cc(C)nc(N2CCC(C(=O)NCC3CCCCC3)CC2)n1,/,/,/,-5.1%,4.0%,

# Following part:
SMILES,Salmonella PhoP GFP,M. tuberculosis,M. tuberculosis HTS,H1N1 NS1A inhibition,inhibitors of VEEV,others
Cc1ccc(C)c(NC2=C(Cl)C(=O)OC2OC(=O)c2ccco2)c1 (stereo not drawn),-3.9%,43.2%,0.3%,-2.4%,1.4%,
CCCc1noc(-c2ccc(-c3ccccc3)cc2)n1,-9.9%,11.9%,2.6%,-11.8%,3.3%,
C#CCOc1ccc(/C=N/NC(=O)c2cccnc2)cc1OCC,4.4%,-7.7%,2.2%,-4.1%,3.2%,
CC1=CC2OC3CC4OC(=O)C=CC=CC(=O)OCCC(C)C(O)C(=O)OCC2(CC1)C4(C)C31CO1 (stereo not drawn),/,/,/,1.3%,6.2%,
Cc1nc(SCCC(=O)O)c2ccccc2n1,-11.2%,-20.1%,-15.3%,3.8%,0.7%,
Cc1ccc(O)c(NC(=O)c2ccc3c(c2)C(=O)N(Cc2cccnc2)C3=O)c1,-8.5%,-18.5%,-7.8%,-8.2%,i,
Cc1ccc(C)c(NC(=O)C2C(c3ccccc3)C2(Cl)Cl)c1 (stereo not drawn),-3.3%,-3.5%,?,4.0%,i,
CCOc1ccccc1N1CC(C(=O)Nc2ccc(S(=O)(=O)N3CCCCC3)cc2)CC1=O (stereo not drawn),0.7%,-11.1%,2.8%,-11.2%,0.3%,
Cc1cc(C(=O)NC2CCC(C)CC2)c(C)o1 (stereo not drawn),1.6%,-0.7%,-6.7%,-5.9%,1.0%,
Cc1ccc2cc(CN(CCN3CCOCC3)Cc3nnnn3Cc3ccco3)c(=O)[nH]c2c1C,/,/,/,-0.5%,5.5%,
Cc1ccc(NC(=O)CN2C(=O)N/C(=C/c3ccc(C)s3)C2=O)cc1,-18.7%,-15.8%,-6.7%,-4.5%,i,inhibitors of VEEV 10K pilot screen=1.3
CCCC(=O)NC1=C(N2CC2)C(=O)C(NC(=O)CCC)=C(N2CC2)C1=O,/,/,/,-8.3%,i,
C1CC1Cc1noc(CN2CCN(C3C4CC5CC(C4)CC3C5)CC2)n1 (stereo not drawn),-1.1%,0.1%,-0.3%,2.7%,i,
Cc1ccc2cc(NC(=O)Cc3ccccc3)ccc2n1,-11.3%,-2.5%,0.0%,/,1.7%,
NC(=O)C1CCN(c2nc(-c3ccc(Br)cc3)cs2)CC1,11.4%,15.9%,-0.3%,1.1%,1.1%,
Cc1ccc(C)c(NC(=O)CN(C)C(=O)CN2C(=O)C3CCCCC3C2=O)c1 (stereo not drawn),-0.5%,-9.8%,-3.7%,-4.3%,0.8%,
CC(=O)Nc1cccc(C(=O)NC(C)c2ccc(S(N)(=O)=O)cc2)c1 (stereo not drawn),-1.8%,3.6%,2.7%,8.9%,1.0%,
Cc1ccc(C)c(-n2c(N)c(C(N)=O)sc2=S)c1,22.5%,0.1%,-5.4%,-3.9%,4.5%,
O=C(O)c1cc(N2C(=O)C3C4C=CC(C4)C3C2=O)ccc1N1CCOCC1 (stereo not drawn),-1.8%,-5.6%,-2.3%,1.0%,0.6%,
CC(C)(C)n1nnnc1C(c1cccs1)N(Cc1cccnc1)Cc1ccccc1Cl (stereo not drawn),4.0%,32.2%,2.5%,-7.2%,1.5%,
COCCn1cnc2c1c(=O)n(CC(=O)NC(=O)NC(C)(C)C)c(=O)n2Cc1ccccc1,5.7%,3.5%,12.7%,-3.6%,i,
CCCC(=O)NCCc1cc2c(C)ccc(C)c2[nH]c1=O,-12.6%,/,-12.0%,7.7%,3.5%,
O=C(COC(=O)c1ccc(S(=O)(=O)NCc2ccco2)cc1)NCc1ccccc1,/,0.3%,1.9%,3.3%,0.6%,
O=C1CCN(CC2CCCCC2)C=C1C(=O)c1ccccc1,/,/,/,6.3%,i,
CC1(c2ccccc2)NC(=O)N(CC(=O)NCCC2=CCCCC2)C1=O (stereo not drawn),0.3%,-2.9%,-1.0%,6.8%,i,

# For convenience, six of the compounds above:
SMILES,Salmonella PhoP GFP,M. tuberculosis,M. tuberculosis HTS,H1N1 NS1A inhibition,inhibitors of VEEV,others
Cc1ccc(C)c(NC(=O)CN(C)C(=O)CN2C(=O)C3CCCCC3C2=O)c1 (stereo not drawn),-0.5%,-9.8%,-3.7%,-4.3%,0.8%,
CC(=O)Nc1cccc(C(=O)NC(C)c2ccc(S(N)(=O)=O)cc2)c1 (stereo not drawn),-1.8%,3.6%,2.7%,8.9%,1.0%,
Cc1ccc(C)c(-n2c(N)c(C(N)=O)sc2=S)c1,22.5%,0.1%,-5.4%,-3.9%,4.5%,
O=C(O)c1cc(N2C(=O)C3C4C=CC(C4)C3C2=O)ccc1N1CCOCC1 (stereo not drawn),-1.8%,-5.6%,-2.3%,1.0%,0.6%,
CC(C)(C)n1nnnc1C(c1cccs1)N(Cc1cccnc1)Cc1ccccc1Cl (stereo not drawn),4.0%,32.2%,2.5%,-7.2%,1.5%,
COCCn1cnc2c1c(=O)n(CC(=O)NC(=O)NC(C)(C)C)c(=O)n2Cc1ccccc1,5.7%,3.5%,12.7%,-3.6%,i,

# Next part
SMILES,Salmonella PhoP GFP,M. tuberculosis,M. tuberculosis HTS,H1N1 NS1A inhibition,inhibitors of VEEV,others
COC(=O)C(C)Sc1ccc2nnc(-c3cccc(F)c3)n2n1 (stereo not drawn),4.7%,/,-6.2%,11.6%,0.2%,
CC(=O)Nc1ccc(NC(=O)CSc2nc(=O)n3cccc(C)c3n2)cc1,-4.3%,-10.1%,9.9%,-6.1%,0.8%,
CC(Oc1ccccc1F)C(=O)Nc1ccc2ccccc2c1 (stereo not drawn),2.7%,14.5%,61.5%,-6.1%,>6.25µM*,
CCOC(=O)c1c(C)oc2c1c(C=NCC1CCCO1)c(O)c1ccccc12 (stereo not drawn),/,/,/,6.7%,4.8%,
CCOC(=O)Cn1c(=N)n(CCOc2ccc(Br)cc2)c2ccccc21,5.2%,7.4%,6.2%,/,0.3%,
CCCCOC(=O)C(C)Oc1ccc(=O)n(-c2ccccc2)n1 (stereo not drawn),6.4%,38.4%,-5.6%,-6.0%,0.5%,
Cc1cc(C(=O)O)cc(S(=O)(=O)Nc2ccccc2C(=O)NC(C)c2ccccc2)c1C (stereo not drawn),-2.8%,-1.5%,-29.2%,-11.6%,1.1%,
CC1CN(Cc2ccccc2)c2nc3c(c(=O)n(CC(=O)O)c(=O)n3C)n2C1 (stereo not drawn),4.9%,-18.4%,-4.1%,-11.5%,i,
Cc1cccc(-c2nn(-c3ccccc3)cc2C(=O)NCC(c2cccs2)N2CCOCC2)c1 (stereo not drawn),6.2%,-1.3%,?,-3.8%,5.7%,
O=C(C[n+]1cn(C(F)F)c2ccccc21)c1ccc(Br)cc1,26.3%,?,9.2%,8.5%,0.4%,
COc1ccc(NC(=O)CCCCCN2C(=O)[C@@H]3Cc4ccccc4CN3C2=O)cc1Cl,0.8%,2.6%,41.0%,-10.8%,3.0%,
CN(C)C(=O)CSc1ccccc1C(=O)OCC(=O)NC1CC1,/,4.2%,-9.3%,-6.8%,i,
Cc1ccc(S(=O)(=O)N(CC(=O)NCc2cccnc2)c2ccc(F)cc2)cc1,1.1%,5.1%,-2.8%,2.9%,1.7%,
COc1cc(C)nc(Oc2ccc(=O)[nH]n2)n1,8.1%,5.7%,-0.6%,-4.9%,i,
Cc1cc(C)cc(NC(=O)N2CCN(C/C=C/c3ccccc3)CC2)c1,15.3%,20.3%,6.4%,5.4%,0.6%,
FC(F)(F)c1cccc(-n2cc(-c3ccccc3)[nH]c2=S)c1,-0.2%,-4.5%,10.9%,-30.7%,1.2%,
O=C(c1ccc2ccccc2c1)C1CCCN(S(=O)(=O)c2cccnc2)C1 (stereo not drawn),1.3%,12.3%,1.1%,5.0%,3.8%,
Cc1ccc(CCC(=O)Nc2ccc(N(C)C)cc2)o1,-0.4%,/,2.1%,-8.6%,i,
Cc1nc2cc(C(=O)N3CCC4(CC3)OCCO4)ccc2n1-c1cccc(F)c1,26.8%,-32.5%,-5.2%,1.6%,0.4%,

# Some of these compounds in order of number of heavy atoms, rising.
SMILES,Salmonella PhoP GFP,M. tuberculosis,M. tuberculosis HTS,H1N1 NS1A inhibition,inhibitors of VEEV,others
O=C(C[n+]1cn(C(F)F)c2ccccc21)c1ccc(Br)cc1,26.3%,?,9.2%,8.5%,0.4%,
CN(C)C(=O)CSc1ccccc1C(=O)OCC(=O)NC1CC1,/,4.2%,-9.3%,-6.8%,i,
Cc1ccc(S(=O)(=O)N(CC(=O)NCc2cccnc2)c2ccc(F)cc2)cc1,1.1%,5.1%,-2.8%,2.9%,1.7%,
